From PubChem
AddAB inh = less growth of phage-infected E. coli with AddAB; AID 435030; hit rate 0.29% among 330,000; inhibition, % at 11.9 µM; E. coli expressing H. pylori AddAB, absorbance growth; in the data active means inhibition above about 12%;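 further: 0% = vehicle wells of infected cells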
phage Ecoli inh = E. coli growth loss with phage present; growth absorbance; inhibition, % at 11.9 µM; hit rate 0.26% among 360,000; in the data active means inhibition above about 11%
HTR5A ag = HTR5A agonism, opioid heterodimer counter-screen; P47898; HTR5A agonist assay, luminescence, cell-based; activation, % at 9.3 µM; hit rate 0.61% among 340,000; in the data active means activation mostly above about 9.5%, no sharp cut-off; inactive means mostly below about 7.6%;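 further: 0% = cells with vehicle only and 100% = reference agonist; strong numbers were not always called active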
Target sequence (P47898 whole entry, looked up): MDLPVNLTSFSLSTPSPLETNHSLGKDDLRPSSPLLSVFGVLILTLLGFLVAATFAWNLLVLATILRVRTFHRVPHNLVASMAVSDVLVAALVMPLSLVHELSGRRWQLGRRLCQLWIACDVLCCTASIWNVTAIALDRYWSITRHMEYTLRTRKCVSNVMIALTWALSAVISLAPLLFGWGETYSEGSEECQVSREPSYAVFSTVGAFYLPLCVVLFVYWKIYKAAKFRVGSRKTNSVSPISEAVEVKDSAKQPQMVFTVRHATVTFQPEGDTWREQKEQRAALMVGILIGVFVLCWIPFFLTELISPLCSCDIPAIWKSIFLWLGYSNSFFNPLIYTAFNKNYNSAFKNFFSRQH
E coli growth = counter-screen for AddAB inhibitors: E. coli growth inhibition; E. coli V3065 growth, OD600 absorbance, 18 h; inhibition, % at 11.9 µM; hit rate 0.27% among 330,000; AID 449728;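 active means inhibition above the campaign's mean inhibition across all tested compounds plus 3 SD, cut at about 9.9% in these data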;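 further: uninfected addAB+ strain grown without phage in ampicillin broth; 0% = DMSO wells and 100% = ciprofloxacin 0.95 µg/ml wells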
MOR-DOR inv ag = mu-delta opioid heterodimer inverse agonism | P35372+P41143 | cell-based MOR-DOR heterodimer luminescence | inhibition, % at 9.3 µM | hit rate 0.21% among 340,000 | AID 504357; in the data active means inhibition above about 22%, passing the limit was not always enough;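 further: 0% = cells with DMSO and 100% = wells without cells with DMSO; values of inactives mirror those of a sister screen read the other way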
PKA-R1A act = activators of PKA-R1A complex. hit rate 0.083% among 340,000. PKA-R1A dissociation, Cy5-IP20 fluorescence polarization; scaled: DMSO 0%, 113 µM cGMP 100%. activation, % at 11.4 µM. P00514+P68181. AID 504707;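 active means percent activation above the mean of all tested compounds plus 3 SD, cut at about 19% in these data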;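 further: higher means more PKAc released from R1A so a rise in polarization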
HTR5A inv ctr = inverse agonist of human HTR5A in OPRM1-OPRD1 counter-screen; P47898; HTR5A cell line, luminescence, inverse agonism; inhibition, % at 9.3 µM; hit rate 0.083% among 340,000; AID 504634; in the data active means inhibition mostly above about 23%, no sharp cut-off; inactive means mostly below about 18%;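 further: 0% = cells with DMSO and 100% = no-cell wells with DMSO; some compounds called inactive have numbers as strong as hits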
Pemphigus Ab inh = human desmoglein-3 autoantibody binding inhibition; DSG3-coupled beads, scFv-anti-DSG3-GFP binding, flow cytometry; hits give low values; binding (percent of control), % at 10 µM; hit rate 0.48% among 310,000;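 active means binding more than 3 SD below its plate's average and above zero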;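 further: hits lower antibody fragment binding to DSG3; some compounds called inactive have numbers as strong as hits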
OPRM1-OPRD1 ag = OPRM1-OPRD1 heterodimerization agonism; AID 504326; P35372+P41143; cells, luminescence; hit rate 0.3% among 340,000; activation, % at 9.3 µM; in the data active means activation above about 18%;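 further: 0% = vehicle-treated cells and 100% = reference agonist; values of inactives mirror those of a sister screen read the other way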
Mot1-301 SUMO = inhibitors of SUMOylation pathway: yeast Mot1-301 growth rescue. S. cerevisiae Mot1-301 growth rescue, ATP luminescence, 38.5C; percent above DMSO median, 100 means doubled. growth rescue, % at 18.8 µM. hit rate 1% among 320,000. AID 2716;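 active means every valid replicate shows activation above 250% relative to neutral control wells; inactive means the rest, any valid replicate at or below 250%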;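 further: OY570 slx delta 5 strain wells were the positive control but not used for scaling; some compounds called inactive have numbers as strong as hits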
PfHsp90 yeast 2 = reduces growth (ATP signal) of yeast expressing P. falciparum Hsp90. S. cerevisiae expressing PfHsp90, BacTiter-Glo ATP, 48 h; yeast lacking PDR1 and PDR3 efflux regulators. inhibition, % at 9.4 µM. hit rate 0.32% among 310,000. AID 504621;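 active means every replicate shows inhibition above about 80%, whatever the replicate mean, limit read from the data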;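 further: 0% = DMSO neutral controls and 100% = 20 µM radicicol positive controls; yeast relying on Plasmodium falciparum Hsp90 in place of its own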
* hit, by the source's call; i = inactive; · = no result given.

A first look:
SMILES	AddAB inh	phage Ecoli inh	HTR5A ag	E coli growth	MOR-DOR inv ag	PKA-R1A act	HTR5A inv ctr	Pemphigus Ab inh	OPRM1-OPRD1 ag	Mot1-301 SUMO	PfHsp90 yeast 2
COc1cccc(C(=O)Nc2ccccc2N2CCN(C(=O)c3ccccc3)CC2)c1	0.7	1.9	2.0	1.0	20.8	-11.9	10.0	97.2	-5.4	7.4	-2.7
Cc1cc(C(=O)CSc2ncccn2)c(C)n1Cc1ccco1	0.3	0.9	-0.5	-1.7	14.2	-1.9	7.0	102.8	-3.0	16.8	14.4
C=CCn1c(CNC(=O)c2cccs2)nnc1SCC(=O)c1ccc(Br)cc1	-1.1	1.6	2.5	-1.6	8.1	7.8	-5.9	108.9	-1.7	·	·
O=C(/C=C\Nc1ccc(S(=O)(=O)Nc2ncccn2)cc1)c1cccc2ccccc12	0.0	4.7	-0.2	2.0	2.6	-10.0	0.6	101.7	-0.5	-11.9	-1.5

The listing, repeating the preview:
SMILES	AddAB inh	phage Ecoli inh	HTR5A ag	E coli growth	MOR-DOR inv ag	PKA-R1A act	HTR5A inv ctr	Pemphigus Ab inh	OPRM1-OPRD1 ag	Mot1-301 SUMO	PfHsp90 yeast 2
COc1cccc(C(=O)Nc2ccccc2N2CCN(C(=O)c3ccccc3)CC2)c1	0.7	1.9	2.0	1.0	20.8	-11.9	10.0	97.2	-5.4	7.4	-2.7
Cc1cc(C(=O)CSc2ncccn2)c(C)n1Cc1ccco1	0.3	0.9	-0.5	-1.7	14.2	-1.9	7.0	102.8	-3.0	16.8	14.4
C=CCn1c(CNC(=O)c2cccs2)nnc1SCC(=O)c1ccc(Br)cc1	-1.1	1.6	2.5	-1.6	8.1	7.8	-5.9	108.9	-1.7	·	·
O=C(/C=C\Nc1ccc(S(=O)(=O)Nc2ncccn2)cc1)c1cccc2ccccc12	0.0	4.7	-0.2	2.0	2.6	-10.0	0.6	101.7	-0.5	-11.9	-1.5
O=C(Cn1nnc2c(cnn2-c2ccccc2)c1=O)NCc1cccs1	1.5	2.9	4.7	-2.6	11.7	-4.0	-16.7	93.8	-2.1	-1.9	-69.7
Cc1ccc(NC(=O)c2cc(S(=O)(=O)NCCC3=CCCCC3)ccc2F)cc1F	2.2	0.4	3.0	2.1	-13.0	-14.4	-10.9	95.4	2.5	-1.6	2.3
CCCn1c(CCNC(=O)c2cccs2)nc2ccccc21	0.0	4.1	-0.3	1.3	2.9	-1.5	1.0	102.8	-0.5	-4.4	12.2
O=C(CSc1n[nH]c(-c2ccncc2)n1)Nc1ccccc1C(F)(F)F	0.5	2.6	6.4	-1.0	18.8	-0.1	-18.1	86.5	-2.9	-18.9	-27.9
COCCNC(=O)C(c1ccccc1C)N(CCOC)C(=O)Cn1nnc2ccccc21 (configuration not stated)	2.9	1.9	-1.0	1.5	6.5	-9.9	-12.8	101.6	-1.1	-14.4	4.2
CCOc1cc(CN2CCN(CCc3ccccc3)C(CCO)C2)ccc1OC (configuration not stated)	-3.0	2.3	5.7	-1.9	-26.7	-6.3	-15.9	108.4	5.7	14.0	2.5
Cc1cccc(C2=N/C(=C\c3cccnc3)C(=O)O2)c1	1.6	1.4	-1.5	-1.0	-8.2	-8.1	5.1	93.7	1.4	5.1	-20.6
CCOc1ccc(S(=O)(=O)NCCC(=O)N2CC(C)CC(C)C2)cc1 (configuration not stated)	2.2	2.6	3.3	2.2	1.0	-14.6	-9.9	103.3	-0.1	38.7	0.2
CCOC(=O)c1ccc(COc2nc3ccccc3nc2-c2ccccc2NC(C)=O)o1	1.2	0.6	-0.7	-0.2	5.5	-1.6	10.9	·	-1.3	18.5	29.5
O=C1OC(Nc2ccc(F)c([N+](=O)[O-])c2)c2ccccc21 (configuration not stated)	-0.4	2.1	3.3	0.4	13.7	-4.6	-8.5	·	-2.8	-9.3	1.9
O=C(NCc1ccccn1)c1cccc(NS(=O)(=O)c2cccc(F)c2)c1	0.0	3.7	-10.8	-0.2	6.6	-9.2	27.3	97.9	-1.2	-7.1	-8.6
c1ccc(Cn2nnnc2-c2ccco2)cc1	1.0	1.1	4.0	-1.2	7.8	5.1	2.2	116.8	-1.7	-17.6	·
COc1ccccc1N1CCN(S(=O)(=O)CCNC(=O)c2ccccc2Br)CC1	4.0	0.1	-0.5	-2.0	12.3	-16.8	-5.8	109.1	-2.4	-5.0	-49.3
CC[C@]12c3[nH]c4cc(-c5ccco5)ccc4c3CCN1C(=O)[C@@H](CC(=O)NCCc1ccccn1)C[C@@H]2C(=O)N1CCN(C(=O)c2ccco2)CC1	-3.5	2.8	-1.7	-2.3	7.5	-1.1	6.3	107.5	-1.5	·	-12.7
Cc1cccc(-c2noc(-c3ccc(F)cc3)n2)c1	-0.8	2.5	-3.7	2.1	-16.5	1.1	5.4	109.1	3.3	579.6	-10.1
Cc1cccc(C)c1NC(=S)N(C)CCc1ccccn1	0.9	2.4	0.3	0.9	12.8	-2.0	11.9	111.2	-2.4	-7.2	2.4
Nc1c(-c2ccccc2)c(CSc2nc3ccccc3[nH]2)nn1-c1ccc(C(=O)O)cc1	0.0	2.0	-1.2	3.0	10.2	-8.3	16.9	102.0	-1.4	i	-24.8
COc1ccc(OC)c2c(C)cc(N3CCCCCC3)nc12	·	0.2	0.7	·	-20.1	-14.7	-2.7	107.7	4.2	-12.4	14.6
O=C(C1CCCN(S(=O)(=O)c2ccc(Br)s2)C1)N1CCCCCC1 (configuration not stated)	1.4	1.4	5.7	-0.8	8.1	-0.1	17.5	101.8	-1.8	-14.0	-12.4
C=C(C)Cc1c(C)c(C#N)c2[nH]c3ccccc3n2c1=O	2.5	4.0	5.9	-2.7	3.7	1.6	-21.1	115.6	-0.8	689.8*	-31.4
O=C(c1ccc(-c2ccccc2Cl)o1)N1CCN(S(=O)(=O)c2cccs2)CC1	2.9	1.3	3.1	4.5	11.8	-11.4	-8.4	102.7	-2.3	-19.8	-2.9
CCc1nc(SCC(=O)Nc2ccc([N+](=O)[O-])cc2)n[nH]1	3.5	1.8	3.1	2.3	1.2	4.7	5.2	·	-0.2	-22.1	7.7
C/C(CC(=O)Nc1ccc2c(c1)OCCO2)=N\NC(=O)Cc1ccccc1	2.5	2.1	2.5	0.2	8.1	3.2	-7.0	85.8	-1.3	7.9	0.7
CCOC(=O)CC(=O)CSc1nnc(Cn2c(=O)sc3ccccc32)n1C	1.6	4.0	-2.4	0.7	10.6	-3.1	7.9	104.5	-2.0	-9.5	-5.5
CC(Sc1nnc(-c2ccco2)n1C)C(=O)NC1CCCC1 (configuration not stated)	1.4	0.6	-4.2	-0.5	17.5	-3.1	10.2	·	-4.3	9.1	-1.2
O=S(=O)(c1cc(F)ccc1F)N1CCC2(CC1)OCCN2S(=O)(=O)c1ccccc1	-1.4	1.8	-1.9	0.9	-7.2	-13.7	5.8	94.8	1.1	-1.4	-0.2

Arranged by formula weight (low to high): some entries from above.
SMILES	AddAB inh	phage Ecoli inh	HTR5A ag	E coli growth	MOR-DOR inv ag	PKA-R1A act	HTR5A inv ctr	Pemphigus Ab inh	OPRM1-OPRD1 ag	Mot1-301 SUMO	PfHsp90 yeast 2
Cc1cccc(C)c1NC(=S)N(C)CCc1ccccn1	0.9	2.4	0.3	0.9	12.8	-2.0	11.9	111.2	-2.4	-7.2	2.4
CCOc1ccc(S(=O)(=O)NCCC(=O)N2CC(C)CC(C)C2)cc1 (configuration not stated)	2.2	2.6	3.3	2.2	1.0	-14.6	-9.9	103.3	-0.1	38.7	0.2
O=C(c1ccc(-c2ccccc2Cl)o1)N1CCN(S(=O)(=O)c2cccs2)CC1	2.9	1.3	3.1	4.5	11.8	-11.4	-8.4	102.7	-2.3	-19.8	-2.9

New compounds follow
SMILES	AddAB inh	phage Ecoli inh	HTR5A ag	E coli growth	MOR-DOR inv ag	PKA-R1A act	HTR5A inv ctr	Pemphigus Ab inh	OPRM1-OPRD1 ag	Mot1-301 SUMO	PfHsp90 yeast 2
Nc1[nH]nc2nc3ccccc3cc12	1.4	3.4	-0.1	0.6	4.9	-4.8	9.2	·	-1.1	35.0	-7.1
O=C(O)CNc1nc(-c2ccccc2)c2cc([N+](=O)[O-])ccc2n1	-2.6	3.7	-1.3	0.3	1.7	2.3	5.8	100.1	-0.4	80.2	4.9
CN1CCN(C(=O)c2ccc3c(c2)NC(=O)C(N2CCOCC2)S3)CC1 (configuration not stated)	-0.5	3.7	3.9	-0.8	12.9	10.5	-10.8	103.1	-2.3	118.2	-15.4
CCCOc1ccc(C2/C(=C(\O)c3c(C)[nH]c(C(=O)OC)c3C)C(=O)C(=O)N2CCN(C)C)cc1 (configuration not stated)	1.1	1.7	3.6	1.8	7.1	-8.7	-10.1	97.3	-1.3	-12.0	1.4
COC(=O)c1nn(-c2ccc(C)cc2)c2nnc(Cc3ccccc3)c(=O)n12	1.5	4.1	2.0	0.9	17.5	11.3	-5.1	106.9	-3.3	6.1	-17.5
O=C1C2C3c4ccccc4C(c4ccccc43)C2C(=O)N1c1cccc2cccnc12 (configuration not stated)	2.9	2.9	2.6	-2.0	11.6	-8.9	-2.2	104.0	-2.0	21.0	·
CC(C)CCOc1ccc(C2CC(=O)N(C)C2=O)cc1 (configuration not stated)	0.8	-2.8	0.0	1.4	17.9	-4.8	-7.4	97.3	-3.6	-8.0	5.3
NC(CC(=O)O)c1ccc(Br)cc1 (configuration not stated)	6.6	1.0	7.0	-0.4	-4.6	1.4	-9.3	126.6	0.8	-8.1	10.4
Cc1noc(C)c1CSc1nnc(-c2ccccc2F)n1CCc1ccccc1	3.5	0.6	-0.3	-1.4	4.9	-4.1	-11.4	110.0	-1.2	302.7	-8.4
Cc1ccc(C)c(N(C)C(=O)c2coc(=O)c3ccccc23)c1	-3.0	1.4	-6.5	-1.5	-0.7	2.6	17.1	·	0.1	2.2	·
COc1ccccc1C(=O)Nc1ccnn1C1CCN(C(=O)c2ccoc2C)CC1	3.2	-1.7	-6.3	-0.3	15.0	-5.9	16.2	106.6	-3.7	-15.8	5.7
Cc1ccccc1N1CC(C(=O)N2CCc3ccccc32)CC1=O (configuration not stated)	-1.1	2.0	-2.2	-1.3	-10.9	-8.6	-0.9	106.8	1.7	2.1	·
Cc1cc(S(=O)(=O)NCC(C)C)ccc1OCC(=O)NCC1CCCO1 (configuration not stated)	0.6	5.0	4.0	0.2	2.7	-2.2	21.9	93.1	-0.6	2.3	17.2
COc1cc(OC)cc(C(=O)Nc2ccccc2C(=O)NC2CC2)c1	0.3	1.8	4.1	-0.3	21.3	-4.7	8.1	·	-5.5	-5.4	-12.9
